Bioassay records (PubChem BioAssay)
aSyn rescue – rescues yeast growth from alpha-synuclein toxicity; Yeast expressing alpha-synuclein, growth rescue, BacTiter-Glo, 24 h; Potency, µM (doses to about 46.1 µM), for inactives: at the top dose growth rescue (activation), hits mostly activators; 370,000 tested, 0.14% active; AID 652106; note: % of control where 0% means no effect; nearly all actives have a fitted effect of over 65% in size
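Readout is rescue of growth in alpha-synuclein-expressing yeast, so inhibitors of toxicity appear as activators. Growth after 24 hr at 30 deg C in galactose medium is quantified by luminescence.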
EPAC2 antag – blocks human EPAC2 exchange factor; 360,000 tested, 0.18% active; Q8WZA2; Potency, µM (titrated, usually from 114 µM), for inactives: at the top dose activity, negative = inhibition, most hits filed as inhibitors; AID 720708; EPAC2 GEF exchange of Rap1B-BODIPY-GDP, fluorescence; note: % is set by controls: 0 for no effect and ±100 for the full control effect; nearly all actives have a fitted effect of over 45% in size; many of its hits are not listed in these tables
Target sequence (Q8WZA2 whole entry, looked up): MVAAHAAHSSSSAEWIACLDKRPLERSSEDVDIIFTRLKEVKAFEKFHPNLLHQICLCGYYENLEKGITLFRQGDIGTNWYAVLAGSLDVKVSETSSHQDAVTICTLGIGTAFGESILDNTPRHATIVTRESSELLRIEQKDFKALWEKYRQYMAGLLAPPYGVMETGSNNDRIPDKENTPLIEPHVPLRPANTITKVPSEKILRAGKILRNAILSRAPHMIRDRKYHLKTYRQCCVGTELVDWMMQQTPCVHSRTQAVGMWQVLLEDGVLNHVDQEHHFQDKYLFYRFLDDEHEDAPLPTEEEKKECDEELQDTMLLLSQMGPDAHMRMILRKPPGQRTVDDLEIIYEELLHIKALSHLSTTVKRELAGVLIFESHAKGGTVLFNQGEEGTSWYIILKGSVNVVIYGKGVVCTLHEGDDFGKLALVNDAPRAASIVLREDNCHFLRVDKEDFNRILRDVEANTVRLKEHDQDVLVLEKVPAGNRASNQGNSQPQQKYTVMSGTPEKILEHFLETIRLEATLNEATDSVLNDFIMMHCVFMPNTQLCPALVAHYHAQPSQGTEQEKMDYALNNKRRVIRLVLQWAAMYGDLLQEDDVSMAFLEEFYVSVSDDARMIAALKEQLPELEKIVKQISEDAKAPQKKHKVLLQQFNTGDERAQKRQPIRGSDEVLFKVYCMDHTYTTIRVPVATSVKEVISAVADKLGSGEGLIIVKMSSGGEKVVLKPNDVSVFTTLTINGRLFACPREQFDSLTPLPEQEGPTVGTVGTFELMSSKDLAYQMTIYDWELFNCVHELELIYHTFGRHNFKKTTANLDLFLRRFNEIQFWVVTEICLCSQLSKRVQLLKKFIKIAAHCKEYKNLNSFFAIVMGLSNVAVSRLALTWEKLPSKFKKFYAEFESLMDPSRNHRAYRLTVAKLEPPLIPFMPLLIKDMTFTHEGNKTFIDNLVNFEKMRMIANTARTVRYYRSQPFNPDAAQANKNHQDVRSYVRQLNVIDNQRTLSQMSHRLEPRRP
EPAC1 agonist – agonists of human EPAC1; O95398; EPAC1 agonist qHTS, biochemical assay; response scale: 100% = response to 6.5 mM cAMP; Potency, µM (top dose mostly 154 µM), for inactives: top-dose activation, usual class: activators; 360,000 tested, 0.073% active; AID 720707; note: nearly all actives have a fitted effect of over 60% in size
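Compounds were pinned as a concentration titration into mixtures of EPAC1 (100 nM), BODIPY-GDP-loaded Rap1B (250 nM) and GDP (50 uM). After 5 min at room temperature, fluorescence was followed for 30 min; activity was scaled to 6.5 mM cAMP.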
TDP-43 yeast inh – TDP-43 toxicity inhibition in yeast; 410,000 tested, 1.8% active; TDP-43 expressing yeast growth rescue, BacTiter-Glo, 24 h; Potency, µM (highest dose often 46.1 µM), for inactives: top-dose growth rescue (activation), usual class: activators; note: % of control where 0% means no effect; nearly all actives have a fitted effect of over 50% in size
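Galactose-induced TDP-43 yeast, OD600=0.02, compound pinned; 24 hr, 30 deg C; BacTiter-Glo luminescence for growth. Inhibitors of TDP-43 toxicity read as activators.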
FUS yeast rescue – suppressors of FUS proteinopathy in yeast. S. cerevisiae FUS-expressing, growth rescue, OD600, 24 h. Potency, µM (titrated, usually from 76.6 µM), for inactives: at the highest dose growth rescue (activation), usual class: activators. 390,000 tested, 0.24% active. AID 1347120;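 note: plate controls were DMSO vehicle for no effect and reference control for full effect; nearly all actives have a fitted effect of over 55% in size; some results filed as inactive show a strong effect at the top dose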
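Cultures pregrown in 2.5% raffinose medium are shifted to minimal medium containing 2% galactose to express toxic FUS. Compounds are tested at several concentrations. After 24hr at 30C, growth is quantified at 600 nm absorbance.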
EPAC2 agonist – agonists of human EPAC2 (RAPGEF4) | Q8WZA2 | EPAC2 activation, biochemical qHTS; response scale: 100% = 6.5 mM cAMP response | Potency, µM (highest dose often 154 µM), inactives show at the highest dose activation, hits mostly activators | 360,000 tested, 0.079% active; note: nearly all actives have a fitted effect of over 50% in size
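Compounds were titrated in qHTS against a Rap1B-BODIPY-GDP (250 nM) complex with EPAC2 (100 nM) and GDP (50 uM). BODIPY-GDP release tracked at 480/540 nm over 30 min at room temperature, normalized to 6.5 mM cAMP.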
PTHR1 ag – agonists of human PTHR1 parathyroid hormone receptor; HEK293 GP2 PTHR1 cells, GloSensor cAMP luminescence, 1 h; Q03431; 410,000 tested, 0.075% active; Potency, µM (series often up to 115 µM), for the others: top-dose activation, usual class: activators; AID 743266; note: nearly all actives have a fitted effect of over 55% in size; some results filed as inactive show a strong effect at the top dose; inactives centre near -15; many of its hits are not listed in these tables
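HEK-293-derived GP2 cells expressing PTHR1 and a GloSensor cAMP reporter, 3,000/well, plated overnight, given luciferin plus IBMX (each 0.5 mM as added) for 1 h at 37 °C, then compound for 1 h at 37 °C. Luminescence was read after 15 min at room temperature.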
EPAC1 antagonist – EPAC1 (human) antagonism | Potency, µM (top dose mostly 115 µM), for inactives: top-dose activity change, negative = inhibition, most hits filed as inhibitors | EPAC1 GEF assay, Rap1b-BODIPY-GDP exchange fluorescence | AID 720709 | 360,000 tested, 0.14% active;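 note: plate controls were vehicle for no effect and positive control for full effect; nearly all actives have a fitted effect of over 50% in size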
* hit, by the source's call; i = inactive; u = inconclusive; x = not tested or not shown; & = joins results of further samples; [ ] = dose if it differs, or a comment. Calls come from the whole dose curve; as a rule, active = well fitted curve in the direction sought with a large enough effect; inconclusive = small, poorly fitted or top-dose-only effect, or another doubt; inactive = no such curve, though single readings can be large; an effect the other way counts as inactive or inconclusive. Potency is the fitted concentration of half-maximal effect.

Start of the listing, in advance, 6 compounds:
SMILES	aSyn rescue	EPAC2 antag	EPAC1 agonist	TDP-43 yeast inh	FUS yeast rescue	EPAC2 agonist	PTHR1 ag	EPAC1 antagonist
Cc1ccc(-c2cc(-c3ccccc3)cc(-c3ccccc3)[n+]2-c2ccccc2C(=O)O)cc1	9%	12%	-7%	-2%	-12%	-12%	-37%[inhibitor]	-4%
COC(=O)C1=C(C)NC(=S)NC1c1ccc(N(CCCl)CCCl)cc1Cl (configuration not stated)	1%	8%	4%	2%	x	12%	-28%	-17%
OC[C@@H]1CN(Cc2ccncc2)C[C@H](n2cnc3c(N4CCN(c5ccccc5)CC4)ncnc32)O1	-7%	12%	-11%	-7%	13%	9%	-90%[inhibitor]	2%
CC1(C)C(C(=O)N2CCN(C(=O)c3ccccc3)CC2)C1(C)C	1%	5%	2%	-6%	9%	3%	i	20%
CC(=O)N1CC(=O)Nc2ccc(F)cc2C1c1ccccc1 (configuration not stated)	3%	2%	1%	-5%&7%	-5%&-15%	7%	2%	-9%
O=C(Nc1nccs1)c1c(O)c2c(n(Cc3ccco3)c1=O)CCCC2	-14%	-1%	4%	8%	8%	8%	-13%	-5%

This part in full, repeating the preview:
SMILES	aSyn rescue	EPAC2 antag	EPAC1 agonist	TDP-43 yeast inh	FUS yeast rescue	EPAC2 agonist	PTHR1 ag	EPAC1 antagonist
Cc1ccc(-c2cc(-c3ccccc3)cc(-c3ccccc3)[n+]2-c2ccccc2C(=O)O)cc1	9%	12%	-7%	-2%	-12%	-12%	-37%[inhibitor]	-4%
COC(=O)C1=C(C)NC(=S)NC1c1ccc(N(CCCl)CCCl)cc1Cl (configuration not stated)	1%	8%	4%	2%	x	12%	-28%	-17%
OC[C@@H]1CN(Cc2ccncc2)C[C@H](n2cnc3c(N4CCN(c5ccccc5)CC4)ncnc32)O1	-7%	12%	-11%	-7%	13%	9%	-90%[inhibitor]	2%
CC1(C)C(C(=O)N2CCN(C(=O)c3ccccc3)CC2)C1(C)C	1%	5%	2%	-6%	9%	3%	i	20%
CC(=O)N1CC(=O)Nc2ccc(F)cc2C1c1ccccc1 (configuration not stated)	3%	2%	1%	-5%&7%	-5%&-15%	7%	2%	-9%
O=C(Nc1nccs1)c1c(O)c2c(n(Cc3ccco3)c1=O)CCCC2	-14%	-1%	4%	8%	8%	8%	-13%	-5%
CC(=O)OC1(Cc2ccccc2)CN2CCC1c1ccccc12 (configuration not stated)	3%	-4%	0%	4%	31%	8%	i	0%
C=CCn1c(O)c(C(C)=Nc2ccc(C(=O)OCC)cc2)c(=O)[nH]c1=O	-1%	3%	-1%	-16%	-9%	-10%	i	11%
NP(=O)(OCC(F)(F)F)Oc1ccc(Cl)cc1 (configuration not stated)	-9%	-1%	0%	0%	x	6%	-1%	-15%
CC(=O)OC1CC(OC2C(O)CC(OC3C(O)CC(OC4CCC5(C)C(CCC6C5CC(O)C5(C)C(C7=CC(=O)OC7)CCC65O)C4)OC3C)OC2C)OC(C)C1OC1OC(CO)C(O)C(O)C1O (configuration not stated)	-5%&-2%	89µM*	-16%	11%	-3%	112µM*	-29%	-2%
Cc1cccc(-n2c(/C=C/c3ccc([N+](=O)[O-])o3)nc3ccccc3c2=O)c1	4%	46%[activator]	12%	u	x	u	-28%	-24%
COc1ccc(Cn2c(O)c(/C=N/NC(=O)c3ccccc3O)c(=O)[nH]c2=O)cc1	-10%	-8%	-2%	0%	-3%	-10%	i	19%
O=c1[nH]c(=O)n(Cc2ccco2)c(O)c1C=NCc1cccs1	0%	-1%	8%	3%	21%	3%	i	-1%
Clc1ccc(COC(Cn2ccnc2)c2ccc(Cl)cc2Cl)c(Cl)c1 (configuration not stated)	-25%&-44%	u	-13%&-17%	u	-3%&-6%	19%&10%	10%&6%	-15%&-7%
COC(=O)C1=C(c2ccccc2OCc2ccccc2)C[C@@H]2CC[C@H]1N2C(=O)NCc1ccc(N(C)C)cc1	18%	0%	2%	19%	32%	7%	i	-23%
CCCCOc1ccc(CCN)cc1Cl	6%	2%	-4%	-40%[inhibitor]	x	-1%	i	7%
O=C(c1cnn2c(C(F)(F)F)cc(-c3ccccc3)nc12)N1CCC2(CC1)OCCO2	3%	-3%	3%	-12%	15%	2%	-15%[57.5 µM]	-2%
COc1cc2[nH]c(=O)n(-c3ccccc3)c(=O)c2cc1OC	4%	-2%	5%	11%	4%	-5%	i	6%
CCCNc1nc(-c2cc(C(=O)Nc3ccccc3)on2)cc(C(C)C)n1	13µM*	7%	7%	18µM*	23%	11%	-7%	-16%
COc1cccc(-n2cnc3scc(-c4cccs4)c3c2=O)c1	9%	-15%	12%	18µM*	31%	6%	i	-1%
CN1CCN(c2ccc(N)cc2)CC1	-5%	10%	-2%	-4%	22%	5%	i	2%
Cc1ccc(C=C2C(Cl)=C(Cl)C(Cl)=C2Cl)cc1	1%	0%	-5%	-13%	26%	-11%	i	u
O=C1NC(=O)N(c2cccc(Br)c2)C(=O)/C1=C/c1ccsc1	2%	8%	1%	-11%	23%	-1%	-28%	16%
Cc1ccc2c(c1)C1CN(C)CCC1N2C(=O)Nc1cccc(C(F)(F)F)c1 (configuration not stated)	5%	-6%	-6%	6%	3%	-12%	i	-3%
CCN(CC)CCN=C(C)c1c(O)n(-c2ccccc2OC)c(=O)[nH]c1=O	0%	3%	11%	3%	-13%	8%	i	2%
COCCOC(=O)c1c(C)n(C)c2ccc(OC(=O)N(C)C)cc12	2%	11%	-1%	-22%	18%	2%	i	6%
C[C@]12CC[C@H](O)C[C@H]1CC[C@@H]1[C@@H]2CC[C@]2(C)C(=O)CC[C@@H]12	5%	-11%	-4%	u	-3%	-4%	-7%	-8%
O=C(CN1CCN(C(=O)CNC(=O)c2ccc(-c3ccccc3)cc2)CC1)Nc1ccccc1Cl	7%	-11%	0%	u	39%	3%	-42%[inhibitor]	-1%
CCOc1ccc(-n2c(O)c(C=Nc3ccc(NC(C)=O)cc3)c(=O)[nH]c2=O)cc1	-1%	8%	-10%	12%	7%	7%	i	1%
O=C(c1ccc(Cl)cc1)C1CCCN(Cc2cccc3ncccc23)C1 (configuration not stated)	-4%	-28%	4%	-3%	-1%	29%	-42%[inhibitor]	-21%
Cc1nn(-c2ccccc2)c(C)c1NC(=O)COC(=O)Cc1ccccc1	0%	8%	2%	6%	12%	7%	i	-10%
C[Se]C[C@@H](N)C(=O)O	3%	17%	-9%	21%	-37%	-5%	-22%	5%
O=[N+]([O-])c1ccc(Sc2nc3ccccc3o2)c([N+](=O)[O-])c1	-36%[inhibitor]	3%	17%	u	23%	4%	-27%	-21%
CC1(C)Cc2c(sc3c2C(=O)NC(c2cccnc2)N3)CO1 (configuration not stated)	8%	-1%	0%	-11%	17%	7%	i	-6%
CCC(=Nc1ccc(OC)cc1OC)c1c(O)[nH]c(=O)[nH]c1=O	8%	-5%	-5%	-7%	13%	-7%	u	8%
O=C(O)C1C2c3ccccc3C(O)C1(C(=O)O)c1ccccc12 (configuration not stated)	0%	7%	-3%	3%	x	25%	i	7%
CC1=NN(Cc2c[nH]c3ccccc23)C(C)(C)C1	u	-3%	-7%	17%	24%	6%	i	-12%
Cc1cccc(C)c1OP(N)(=O)Oc1c(C)cccc1C	0%	-19%	-11%	20%	3%	6%	-20%	-19%
C=CCN1CC[C@@]2(C)c3cc(O)ccc3CC1[C@@H]2C	u	8%	-16%	7%	-28%	4%	-7%	4%
CCOc1ccccc1C1SCC(=O)Nc2c1c(=O)[nH]n2C(CC)CC (configuration not stated)	-1%	1%	6%	3%	3%	-7%	-28%[57.5 µM]	4%
CN1CCN(c2ccc([N+](=O)[O-])c(N3CCCCC3)c2)CC1	-12%	4%	-12%	-19%[0.397 µM]	25%	-7%	-8%	-4%
COc1ccc2[nH]cc(CCN=C(N)N)c2c1	-3%	3%	2%	-6%	-11%	6%	22%	-5%
O=c1[nH]c2ccccc2n1CCCN1CCC(n2c(=O)[nH]c3cc(Cl)ccc32)CC1	-3%&12%&-6%	7%	-25%	5%	-26%	-2%	-29%	8%
C[C@]12CC[C@H](O)CC1=CCC1C2CC[C@@]2(C)C1C[C@@H]1CC(=O)O[C@@H]12 (some centres not stated)	5%	-3%	19%	12%	-34%	7%	-6%	24%
O=C1NC(=O)N(Cc2cccs2)C(=O)/C1=C/c1ccc(N2CCOCC2)cc1	-5%	-3%	6%	7%	9%	-3%	-8%	-20%
CCN1CCN(Cc2nc3ccc([N+](=O)[O-])cc3c(=O)n2-c2ccccc2F)CC1	0%	-1%	3%	5%	18%	-1%	-7%	12%
CCc1c(C)nc(N)nc1N1N=C1SC(C(C)=O)C(C)=O	0%	25%	-8%	-20%	11%	-4%	i	-6%
Cc1cc(NC(=O)COC(=O)c2c(C)nn(Cc3ccccc3)c2C)no1	7%	4%	-9%	10%	13%	0%	i	-1%
CC[C@@]1(C(=O)OC)N[C@H](CN(C)C(=O)Nc2ccc(OC)cc2)[C@@H]2C(=O)N(Cc3ccccc3)C(=O)[C@@H]21	3%	-2%	4%	7%	13%	u	u	-1%
CSc1ncc(/C=C2/C(=O)NC(=O)N(C)C2=O)cn1	2%	-1%	-4%	7%	x	2%	-53%[inhibitor]	-5%

Further entries follow:
SMILES	aSyn rescue	EPAC2 antag	EPAC1 agonist	TDP-43 yeast inh	FUS yeast rescue	EPAC2 agonist	PTHR1 ag	EPAC1 antagonist
CCC(=O)N1N=C2C3CCN(CC3)C2C1c1ccccc1 (configuration not stated)	-7%	-3%	8%	-14%	-15%	13%	i	-9%
CC1CCCCN1Cc1ccc(Cl)nc1 (configuration not stated)	-10%	9%	11%	-17%	-4%	3%	i	7%
CNCC[C@@H](Oc1ccc(C(F)(F)F)cc1)c1ccccc1	0%	0%	0%	u	-21%	4%	-23%	-12%
CCC(=NCCOc1ccc(Cl)cc1)c1c(O)n(C)c(=O)n(C)c1=O	-9%	0%	1%	24%	27%	10%	-34%[inhibitor]	-22%
CN1CC(C(=O)c2ccc(Cl)cc2)C(c2ccc(Cl)cc2Cl)C1 (configuration not stated)	0%	-24%	0%	-14%	-13%	16%	i	-19%
CCCCn1nnnc1C(CCc1ccccc1)N1CCC(n2c(=O)[nH]c3ccccc32)CC1 (configuration not stated)	9%	-13%	-14%	20%	u	-5%	-10%	-19%
CCCn1nc2ccccc2c1P(=O)(N1CCOCC1)N1CCOCC1	3%	5%	5%	14%	x	-7%	i	-3%
Cc1ccc(N2C(=O)NC(=O)/C(=C/c3cnn(-c4ccc(C)cc4)c3)C2=O)cc1	-10%	3%	-27%	-7%	7%	-1%	-44%[inhibitor]	-15%

Only part of the results is shown; rates above refer to the full screens.
